Assay outcomes (PubChem)
HCV NS3h FP – hepatitis C NS3 helicase inhibition, primary screen; NS3h Cy5-dT15 DNA binding, fluorescence polarization; inhibition, % at 100 µM; hit rate 1.6% among 16,000; AID 687043;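 active means inhibition above the average over every tested compound plus 3 SD, cut at about 40% in these data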
Cy5 interf NS3h – Cy5 fluorescence interference, HCV helicase counter-screen; fluorescence interference ratio at 100 µM; Cy5-dT15 DNA with NS3h; actives lie on both sides; signal over control mean, under 1 quenches; AID 720488; hit rate 6% among 16,000;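 active means compound fluorescence over control fluorescence at most 0.8, a quencher, or at least a set upper limit, an enhancer; inactive means ratio between 0.8 and the set upper limit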
Active calls of the source: *. Compounds as they come (roughly 7.1% active in at least one column).

SMILES | HCV NS3h FP | Cy5 interf NS3h
COc1ccccc1NCc1cccs1 | 3 | 0.88
Cc1ccc(N(CC(=O)Nc2c(C)n(C)n(-c3ccccc3)c2=O)S(C)(=O)=O)cc1 | 6 | 1.1
CCOc1cc(/C=C2\SC(=S)N(c3ccc(F)cc3)C2=O)ccc1O | -2 | 0.96
Cc1cc(Cn2ccnc2)c(C)cc1Cn1ccnc1 | 8 | 1.1
Cc1cc(Br)cc(C)c1NC(=O)c1cc2ccccc2o1 | 8 | 0.94
C=CCOc1ccc(C=C2C(=O)NC(=S)NC2=O)cc1 | 24 | 1
CCOC(=O)CNC(c1ccccc1)c1cc(Br)ccc1NC(=O)CN1CCOCC1 (centres undefined) | 12 | 0.99
COc1ccc(OC)c(CN2CCN(Cc3ccc(C(F)(F)F)cc3)CC2)c1 | -7 | 0.93
NS(=O)(=O)c1ccc(NC(=O)CCC(=O)O)cc1 | 13 | 1
CC(=O)Nc1ccc(-n2c(C)cc(/C=C(\C#N)C(=O)Nc3ccccc3)c2C)cc1 | 10 | 0.96

2 successive compounds from above, quoted:
SMILES | HCV NS3h FP | Cy5 interf NS3h
NS(=O)(=O)c1ccc(NC(=O)CCC(=O)O)cc1 | 13 | 1
CC(=O)Nc1ccc(-n2c(C)cc(/C=C(\C#N)C(=O)Nc3ccccc3)c2C)cc1 | 10 | 0.96

(continued)
SMILES | HCV NS3h FP | Cy5 interf NS3h
N#Cc1c2c(c(Nc3ccc(O)cc3)n3c1nc1ccccc13)CCC2 | 15 | 1
CCOC(=O)C1=C(C)NC(=O)N(C(C)=O)C1c1ccccc1F (centres undefined) | 8 | 1.1
CCC(=O)c1ccc(N2CCN(C(=O)c3cccc(F)c3F)CC2)c(F)c1 | 1 | 1.1
CCCOc1cccc(-c2nnc(N)s2)c1 | 9 | 1
CCOC(=O)c1ccc(NC(=O)C(=O)NCc2ccc(C)cc2)cc1 | 4 | 1
Cc1onc(-c2ccccc2Cl)c1C(=O)Nc1ccc(C(C)C)cc1 | 4 | 0.96
CCN(Cc1ccccc1)C(=O)c1cc(C(=O)OC)cc([N+](=O)[O-])c1 | 9 | 0.66*
CC(=O)Nc1ccc(S(=O)(=O)NC(C)C2C3CC4CC(C3)CC2C4)cc1 (centres undefined) | 18 | 1
Cc1cc(C)n2nc(-c3cccc(F)c3)cc2n1 | 7 | 0.93
O=C(CCN1C(=O)/C(=C\c2cccs2)SC1=S)Nc1cccc(C(=O)O)c1 | 9 | 1
O=C(COc1ccccc1)Nc1ccc(Cc2ccncc2)cc1 | 20 | 0.71*
CC(C)CCOc1ccc(C(=O)Nc2sc3c(c2C#N)CC(C)(C)OC3)cc1 | 2 | 1.1
O=S(=O)(Nc1ccc(Br)cc1)c1ccc(Cl)cc1 | 10 | 0.79*
Cc1ccc(S(=O)(=O)N(CC(O)CN(CC(C)C)CC(C)C)c2cccc(C)c2)cc1 (centres undefined) | 12 | 0.77*
CCc1ccc(NC(=O)C(=O)NCc2ccc3c(c2)OCO3)cc1 | 10 | 1.1
C=CCOc1ccc(/C=C/C(=O)c2cccc(Br)c2)cc1 | 6 | 1.1
Cc1nn(-c2ccc(Cl)cc2Cl)c2c1C(=O)CC(C)(C)C2 | 4 | 0.98
CC(=O)c1ccc(NC(=O)C2CC(=O)N(c3ccc(F)cc3)C2)cc1 (centres undefined) | 5 | 1.1
COc1ccc(OC)c(/C=N\NC(=O)c2ccn[nH]2)c1 | 5 | 1
Cc1occc1C(=O)Nc1ccc2ccccc2c1 | 4 | 0.99
Cc1cc(/C=C2\C(=O)NC(=S)N(c3cccc(Br)c3)C2=O)c(C)n1C | -7 | 1.1
COC(=O)c1cc(N2C(=O)C3C4C=CC(C5CC45)C3C2=O)ccc1Cl (centres undefined) | 8 | 0.69*
Cc1c(Cl)cccc1N1C(=O)C2C3c4ccccc4C(C)(c4ccccc43)C2C1=O (centres undefined) | 5 | 1
COC(=O)c1ccc(Cl)c(NC(=O)NC(c2ccccc2)c2ccccc2)c1 | -3 | 1
CS(=O)(=O)N1CCN(CC(O)Cn2c3ccccc3c3ccccc32)CC1 (centres undefined) | 1 | 0.96
COc1cc(NC(=O)c2cccnc2)ccc1NC(=O)c1cc2ccccc2o1 | 4 | 1.1
Nc1nc2nonc2nc1Nc1ccccc1 | -6 | 0.95
Cc1ccc(N2C(=O)/C(=C\c3ccc(-c4ccc(Cl)c(C(=O)O)c4)o3)C(=O)NC2=S)cc1 | 83* | 0.86
COc1cccc(C(=O)OCC(=O)c2ccc(Cl)cc2)c1 | 6 | 1.1
O=C1c2ccc(S(=O)(=O)c3ccc4c(c3)C(=O)N(CCO)C4=O)cc2C(=O)N1CCO | 8 | 1.1

Four of the entries above in order of their number in HCV NS3h FP, largest number first:
canonical_smiles | HCV NS3h FP
Cc1ccc(N2C(=O)/C(=C\c3ccc(-c4ccc(Cl)c(C(=O)O)c4)o3)C(=O)NC2=S)cc1 | 83*
O=C1c2ccc(S(=O)(=O)c3ccc4c(c3)C(=O)N(CCO)C4=O)cc2C(=O)N1CCO | 8
COc1cc(NC(=O)c2cccnc2)ccc1NC(=O)c1cc2ccccc2o1 | 4
Cc1cc(/C=C2\C(=O)NC(=S)N(c3cccc(Br)c3)C2=O)c(C)n1C | -7

Following part:
SMILES | HCV NS3h FP | Cy5 interf NS3h
Cc1ccc2cccc(OC(=O)c3oc4ccccc4c3C)c2n1 | 13 | 0.94
O=C(CCCN1C(=O)/C(=C\c2cccs2)SC1=S)Nc1nc2ccccc2s1 | 9 | 0.99
Cc1oc2ccc(OCc3c(F)cccc3Cl)cc2c1C(=O)O | 6 | 0.96
O=C1CNC(=O)/C1=C/c1ccc(Br)cc1 | 16 | 1.1
Cc1c(C(=O)O/N=C(/N)Cc2ccc(Cl)cc2Cl)cccc1[N+](=O)[O-] | 9 | 0.98
O=C(Nc1ccc2nn(-c3cccc4ccccc34)nc2c1)c1ccc([N+](=O)[O-])o1 | -1 | 1
CC(C)COc1ccc(C(=O)Nc2ccc([N+](=O)[O-])cc2)cc1 | -2 | 1.1
COc1ccc(NC(=O)c2cnn3c2NC(c2ccccc2)CC3C(F)(F)F)cc1OC (centres undefined) | 9 | 0.73*
CC(C)CN1C(=O)/C(=C/c2ccco2)SC1=S | 14 | 0.93
CCc1cc(C)cc(OCCn2cc(/C=C3/SC(=S)NC3=O)c3ccccc32)c1 | 0 | 1.1

Seven entries out of the list, ordered by molecular weight, ascending:
SMILES | HCV NS3h FP | Cy5 interf NS3h
O=C1CNC(=O)/C1=C/c1ccc(Br)cc1 | 16 | 1.1
Cc1ccc2cccc(OC(=O)c3oc4ccccc4c3C)c2n1 | 13 | 0.94
Cc1oc2ccc(OCc3c(F)cccc3Cl)cc2c1C(=O)O | 6 | 0.96
Cc1c(C(=O)O/N=C(/N)Cc2ccc(Cl)cc2Cl)cccc1[N+](=O)[O-] | 9 | 0.98
O=C(Nc1ccc2nn(-c3cccc4ccccc34)nc2c1)c1ccc([N+](=O)[O-])o1 | -1 | 1
CCc1cc(C)cc(OCCn2cc(/C=C3/SC(=S)NC3=O)c3ccccc32)c1 | 0 | 1.1
COc1ccc(NC(=O)c2cnn3c2NC(c2ccccc2)CC3C(F)(F)F)cc1OC (centres undefined) | 9 | 0.73*

(listing goes on)
SMILES | HCV NS3h FP | Cy5 interf NS3h
O=C(c1cccc(Br)c1)N1CCN(c2ccccn2)CC1 | 1 | 1.1
Cc1cc(C)cc(OCC(=O)NCc2cccnc2)c1 | 4 | 1
O=C(NC(=S)Nc1nc(-c2ccccc2)cs1)c1ccc(Cl)cc1 | 8 | 1
Cc1ccc(C)c(N2C(=O)C3C4C=CC(C5CC45)C3C2=O)c1 (centres undefined) | 2 | 0.99
CN(CCO)S(=O)(=O)c1ccc2c(c1)Cc1cc(S(=O)(=O)N(C)CCO)ccc1-2 | 5 | 1
COc1ccc(N(CC(=O)Nc2cccc3ccccc23)S(=O)(=O)c2ccc(C)cc2)cc1OC | 12 | 0.97
CN(C)c1ccc(/C=C/C(=O)C2C(=O)CCC2=O)cc1 | 14 | 1.1
CC(C)c1ccc(C2OC3(C(=O)c4ccccc4C3=O)C3C(=O)N(c4ccc(Cl)c(Cl)c4)C(=O)C23)cc1 (centres undefined) | 8 | 1
COc1ccc(C(=O)Nc2nc(-c3ccc(S(=O)(=O)N4CCOCC4)cc3)cs2)cc1 | -3 | 0.94
CCOC(=O)/C(C#N)=C\c1cccc([N+](=O)[O-])c1 | -2 | 0.93
COc1ccc(N2C(=O)C3C4C=CC(C4=C(C)C)C3C2=O)cc1 (centres undefined) | 7 | 0.94
CCOc1cc(C=O)cc(I)c1OCc1ccccc1Cl | 9 | 0.64*
COc1ccc(C2N(c3ccccc3)CCN2c2ccccc2)cc1O | 11 | 0.75*
O=C1NC(=S)N/C1=C/c1ccc(-c2ccc(F)c(Cl)c2)o1 | 1 | 0.98
O=C1c2ccccc2C(=O)C1(Nc1ccc(F)cc1)c1ccccc1 | 17 | 0.98
CCc1ccc(C(=O)CSc2n[nH]c(-c3ccccc3)n2)cc1 | 9 | 0.93
COc1cccc(CN2CCN(S(C)(=O)=O)CC2)c1OC | 3 | 0.65*
O=C1C(=O)N(c2cccc([N+](=O)[O-])c2)C(c2ccccc2F)C1=C(O)c1ccccc1 (centres undefined) | 6 | 1.1
Cc1ccc(N2C(=O)CC(NCc3ccccc3)C2=O)cc1 (centres undefined) | 2 | 1
COc1cc(C=C2C(=O)NC(=O)NC2=O)cc(Cl)c1OCCOc1ccccc1C | 23 | 0.9
Cc1cc(/C=C2\C(=O)NC(=O)N(c3ccccc3)C2=O)c(C)n1-c1cccc([N+](=O)[O-])c1 | 0 | 0.95
O=C1CCC(C23CC4CC(CC(C4)C2)C3)=NN1 | -6 | 0.92
COc1ccc(/C=C2\SC(=S)N(CCC(=O)Nc3ccccc3C)C2=O)cc1OC | 3 | 1
CCOC(=O)c1c(NC(=S)NC(=O)c2ccccc2)sc2c1CCC(C)C2 (centres undefined) | 20 | 0.96
C=CCc1ccccc1OCCOc1ccccc1/C=C1/SC(=S)N(C)C1=O | 36 | 0.93
Cc1cc2ncn(C(=O)c3c(-c4c(Cl)cccc4Cl)noc3C)c2cc1C | 2 | 0.9
O=[N+]([O-])c1cccc(S(=O)(=O)NCc2ccc(Cl)cc2)c1 | 13 | 0.97
O=C(Cc1ccccc1)Nc1ccc2nn(-c3cccc4ccccc34)nc2c1 | 11 | 1
CN(C)c1ccc(/C=c2/sc3nc(-c4ccc(Cl)cc4Cl)nn3c2=O)cc1 | 24 | 0.87
CC1CCCN(Cc2c(O)ccc3cc(-c4nc5ccccc5[nH]4)c(=O)oc23)C1 (centres undefined) | 5 | 0.94
COc1ccc(OC)c(/C=C/C(=O)c2ccc(Br)cc2)c1 | -2 | 1
CC(C)(C)C(=O)/C=C(/N)c1ccccn1 | -2 | 1
CC(C)N1C(=O)/C(=C\c2cccs2)SC1=S | 0 | 1
CC1=C(C(=O)OCC2CCCO2)C(c2coc3ccccc3c2=O)C2=C(CC(C)(C)CC2=O)N1 (centres undefined) | 0 | 1.1
c1ccc(-c2nnnn2-c2ccccc2)cc1 | 2 | 1
O=c1oc2cc(OCc3c(F)cccc3Cl)c(Cl)cc2c2c1CCC2 | 7 | 1.2
NC1=NC(=O)/C(=C/c2ccccc2OCc2ccc([N+](=O)[O-])cc2)S1 | -7 | 0.97
Nc1ccc(Cl)c(C(=O)Nc2ccccc2C(=O)O)c1 | 10 | 1
O=C1NC(=S)S/C1=C\c1ccccc1OCc1ccc(Cl)cc1 | 19 | 1
O=C(CSc1nncn1-c1ccccc1)c1ccc(F)cc1 | 7 | 1
CCOc1ccc(NC(=S)NC(NC(=O)c2ccc(Cl)cc2Cl)C(Cl)(Cl)Cl)cc1 (centres undefined) | 6 | 1
Cc1ccc2[nH]c(O)c(N=NC(=O)c3cc4ccccc4nc3C)c2c1 | 14 | 0.99
O=C(O)/C=C\C(=O)Nc1ccccc1Br | -4 | 0.84
Cc1ccc(N(CC(=O)NCc2cccnc2)S(C)(=O)=O)cc1 | 1 | 1.1
COc1ccccc1C(=O)NC(NC(=O)c1ccccc1OC)c1cccc([N+](=O)[O-])c1 | 11 | 0.99
CC(=O)c1ccc(NC(=NS(=O)(=O)c2ccc(Cl)cc2)c2ccccc2)cc1 | 14 | 0.95
O=CN1CCN(c2nc(-c3ccccc3)c3cc(Br)ccc3n2)CC1 | -10 | 1
O=C(NN1C(=O)c2ccccc2C1=O)c1ccccc1O | -10 | 0.97
COC(=O)c1c(C)oc2ccc(OC(=O)N3CCOCC3)cc12 | -6 | 1
COc1ccc(CN2CCN(Cc3cccc(Br)c3)CC2)c(OC)c1OC | -4 | 1.1

Full records, quoted from the list.
CC(=O)c1ccc(NC(=NS(=O)(=O)c2ccc(Cl)cc2)c2ccccc2)cc1 is entered as HCV NS3h FP = 14; Cy5 interf NS3h = 0.95
Cc1ccc(N(CC(=O)NCc2cccnc2)S(C)(=O)=O)cc1 is entered as HCV NS3h FP = 1; Cy5 interf NS3h = 1.1
O=CN1CCN(c2nc(-c3ccccc3)c3cc(Br)ccc3n2)CC1 is entered as HCV NS3h FP = -10; Cy5 interf NS3h = 1

Continued.
SMILES | HCV NS3h FP | Cy5 interf NS3h
CCc1ccc2oc(-c3ccc(NC(=O)c4ccccc4[N+](=O)[O-])cc3)nc2c1 | 18 | 0.66*
S=C(c1ccc(-c2ccc(Cl)c(Cl)c2)o1)N1CCN(c2ccccc2)CC1 | 10 | 1.1
O=C(/C=C/c1cccc([N+](=O)[O-])c1)Nc1ccc2oc(-c3ccccc3F)nc2c1 | -4 | 0.78*
Cc1ccccc1NC(=O)CSc1cc(Cl)ccc1Cl | 3 | 1
COc1cc(Br)c(/C=c2/sc3nc4ccccc4n3c2=O)cc1OC | -24 | 0.9
CCOC(=O)Cc1nnc(Nc2ccc(Nc3nnc(CC(=O)OCC)c4ccccc34)cc2)c2ccccc12 | 15 | 1
O=C1OC(c2sc3ccccc3c2Cl)=N/C1=C/c1ccc(C(=O)O)cc1 | 8 | 1.1
O=C1NC(=S)N(c2ccccc2F)C(=O)/C1=C/c1ccc(OCc2cccc(C(=O)O)c2)cc1 | 50* | 1
C=C(C)c1cccc(C(C)(C)NC(=O)NCCc2ccccc2)c1 | 11 | 1
CCOC(=O)c1ccccc1NC(=O)CN(c1ccc(Br)cc1)S(C)(=O)=O | 17 | 1
